CCT chaperon mod = cytosolic chaperonin activity modulation; purified chaperonin ATPase assay, HTRF ADP detection, 30 min; activity change, % (concentration not given with the values), hits read low; 0.3% of 360,000 active; in the data active = activity change below about -30%; also: % is scaled to controls: 0 for no effect and ±100 for the full control effect
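ATPase activity: ADP formed was measured by HTRF Transcreener (665/615 nm ratio) after 30 min at 37 deg C with 10 uM ATP. Compounds screened at one 76 uM concentration against 40 or 20 nM TRiC in Tris pH 7.4/KCl/MgCl2/DTT buffer.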
Mm-Cpn inhibitor = M. maripaludis TRiC chaperonin inhibition; purified Mm-Cpn ATPase, ADP Transcreener TR-FRET; Potency, µM (doses to about 76.9 µM), without a hit: at the highest dose activity, negative = inhibition, usual class: inhibitors; 0.031% of 330,000 active; AID 504842; also: potency is read from the fitted curve at half-maximal effect; % is scaled to controls: 0 for no effect and ±100 for the full control effect; nearly all actives have a fitted effect of over 80% in size
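Purified archaeal Mm-CPN (25nM final) preincubated 10 min at 37degC with compound, then 10uM ATP for 30 min at 37degC; ADP measured by HTRF Transcreener TR-FRET; buffer 30 mM TRIS pH 7.4, 100mM KCl, 5mM MgCl2, 1mM DTT.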
HepG2 viability = counter-screen for TGF-b inhibitors: cytotoxicity in HepG2 cells. AID 588856. HepG2 CAGA-GFP viability, ATP luminescence, 18 h. 0.76% of 410,000 active. Potency, µM (highest dose often 46.1 µM), for inactives: top-dose activity change, negative = cytotoxicity, most hits filed as cytotoxic; also: potency is read from the fitted curve at half-maximal effect; some results filed as inactive show a strong effect at the top dose
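HepG2 CAGA-GFP cells (1000/well, DMEM with 1% FBS) received compound, then TGF-beta at 500 pg/mL final, and were incubated 18 hours at 37 degrees C. Viability was read by CellTiter-Glo luminescence. Media-only wells were set as complete cell-killing and DMSO as no toxicity.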
Nrf2 block = inhibitors of Nrf2 signaling. A549 ARE-Fluc reporter, luciferase luminescence, 18-24 h. Potency, µM (top dose mostly 46 µM), for inactives: at the top dose activity change, negative = inhibition, most hits filed as inhibitors. 2.1% of 360,000 active; also: potency is read from the fitted curve at half-maximal effect; % is scaled to controls: 0 for no effect and ±100 for the full control effect; nearly all actives have a fitted effect of over 60% in size
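In this cell-based qHTS, ARE-driven firefly luciferase in A549 cells reports Nrf2 activity; the luminescent signal after BugLite lysis is the measured value, with a prior CellTiter-Fluor read for cell health.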
Nrf2 activator = Nrf2 pathway activation; AREc32 ARE-luciferase reporter (MCF7-derived line), luminescence, 24 h; Potency, µM (series often up to 46.1 µM), inactives show top-dose activation, most hits filed as activators; 0.31% of 410,000 active; also: potency is read from the fitted curve at half-maximal effect; % of control where 0% means no effect; nearly all actives have a fitted effect of over 65% in size
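Each well held 1000 AREc32 cells, which were incubated with compound for 24 hr at 37 deg C after overnight attachment, and ARE reporter activity was quantified by firefly luciferase luminescence.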
Abeta rescue = A-beta toxicity reversal in yeast; yeast expressing A-beta42, growth rescue, OD600, 48 h; response scale: 0% DMSO, 100% iron-clioquinol control; Potency, µM (series often up to 46.1 µM), without a hit: top-dose growth rescue, actives largely listed as activators; 0.063% of 410,000 active; AID 1347071; also: potency is read from the fitted curve at half-maximal effect; nearly all actives have a fitted effect of over 55% in size
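Yeast growth medium received pinned compounds, then yeast cells expressing toxic A-beta were added; plates incubated at 30 C for 48 hr. Growth read as absorbance at 600 nm, normalized to DMSO and equimolar FeCl3 plus clioquinol controls.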
TGFb inhibitor = blocks TGF-b signaling; 1.2% of 410,000 active; HepG2 CAGA-GFP TGF-b/SMAD3 reporter, GFP fluorescence, 18 h; TGF-beta stimulated, 500 pg/mL final; Potency, µM (top dose mostly 46.1 µM), without a hit: at the highest dose activity, negative = inhibition, most hits filed as inhibitors; AID 588855; also: potency is read from the fitted curve at half-maximal effect; % is scaled to controls: 0 for no effect and ±100 for the full control effect; nearly all actives have a fitted effect of over 65% in size
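HEPG2 CAGA-GFP reporter cells (1000/well, DMEM with 1% FBS) received compounds, then recombinant TGF-beta at 500 pg/mL final for 18 hours at 37 degrees C. Per-cell GFP summed per well was normalised to unstimulated and stimulated DMSO controls before curve fitting.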
A549 tox = A549 cytotoxicity, counter-screen for Nrf2 inhibitors; 0.16% of 390,000 active; A549 ARE-Fluc cells, CellTiter-Fluor viability, 18-24 h; AID 504648; Potency, µM (top dose mostly 46 µM), without a hit: at the highest dose activity change, negative = cytotoxicity, hits mostly inhibitors; also: potency is read from the fitted curve at half-maximal effect; % is scaled to controls: 0 for no effect and ±100 for the full control effect
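Cytotoxicity counterscreen: CellTiter-Fluor fluorescence was measured in A549 ARE_Fluc cells after 18-24 h of compound exposure in a concentration series. The subsequent BugLite luminescent read reports ARE-luciferase activity.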
Akt phos inh = Akt phosphorylation inhibition | AID 651550 | activity change, % for hits at 50 µM | Neuro2A IGF-stimulated pAkt S473 HTRF, 20 min; stronger effect = lower value | 0.32% of 360,000 active; in the data active = activity change below about -80%; inconclusive = mostly about -51% to -80%; also: % is scaled to controls: 0 for no effect and ±100 for the full control effect
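Neuro2A cells (4,500/well, DMEM with 0.5% FBS) were treated with compound at a single 50 µM final concentration, stimulated with 6 nM IGF for 20 min at 37 °C, and lysed. Phospho-Akt Ser473 was read by HTRF as 665/615 ratio ×10^4.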
An asterisk follows results filed as active; i = inactive; u = inconclusive; x = not tested or not shown; [ ] = dose if it differs, or a comment. Unless noted, calls follow the shape of the dose curve; as a rule, active = well fitted curve in the direction sought with a large enough effect; inconclusive = small, poorly fitted or top-dose-only effect, or another doubt; inactive = no such curve, though single readings can be large; an effect the other way counts as inactive or inconclusive.

SMILES | CCT chaperon mod | Mm-Cpn inhibitor | HepG2 viability | Nrf2 block | Nrf2 activator | Abeta rescue | TGFb inhibitor | A549 tox | Akt phos inh
Cc1ccc(OCCC(=O)Nc2ccc(S(=O)(=O)Nc3cc(C)nc(C)n3)cc2)cc1 | -0.2 | 0.1% | -1.5% | -0.2% | 0.0% | 1.6% | -1.2% | -4.6% | i
O=C(O)CCCC(=O)NNc1nc(-c2ccccc2)c2cc(Cl)ccc2n1 | -1.0 | 0.5% | 7.8% | 1.3% | 0.6% | -10.4% | 8.8% | 0.4% | i
COCCS(=O)(=O)N(Cc1ccc(Br)cc1)[C@@H](C)C(=O)OC | 3.2 | -0.1% | -17.8% | 17.5% | 7.5% | -13.5% | -16.0% | 7.7% | i
CC(C)OCCCN1C=C2C(=O)C(C)(OC(=O)CCc3ccccc3)C(=O)C=C2C=C1c1ccc(C#N)cc1 (stereo unspecified) | -1.6 | 0.7% | 6.5% | 8.1% | 0.8% | -25.3% | 5.6% | -14.5% | i
CCOC(=O)COc1ccc(Br)cc1/C=C/c1[nH]c(=O)[nH]c(=O)c1[N+](=O)[O-] | 0.1 | -5.9% | -72.1% | -0.7% | -1.2% | -6.2% | u | -2.7% | i
Cc1ccc(-c2nnc(Nc3ccc(F)cc3)c3ccccc23)cc1S(=O)(=O)N1CCN(C)CC1 | x | x | -1.8% | u | 3.0% | -4.5% | u | -22.4% | x
CN1CCN(S(=O)(=O)c2ccc3c(c2)CC(=O)N3C)CC1 | 2.5 | 0.2% | 4.2% | 6.3% | 2.8% | -8.7% | -1.7% | -4.9% | i
CCOc1ccc2[nH]c(=O)c(CN(Cc3ccco3)C(=O)c3cccc(F)c3)cc2c1 | -1.9 | -5.6% | -20.6% | -18.8% | 2.2% | 9.6% | -5.7% | -6.0% | x
C[C@H]1CN(c2ccccc2)C(=O)[C@@H]1CC(=O)Nc1ccccc1 | -1.0 | x | -33.2% | x | 0.6% | 1.7% | -14.0% | x | i
CC1(C)CC(=O)C2=C(C1)N(CC1CCCO1)C(=O)NC2(C(F)(F)F)C(F)(F)F (stereo unspecified) | 3.3 | -3.7% | -3.0% | 6.7% | 0.2% | -0.6% | -2.3% | 4.0% | i
O=C(COc1ccc(CNC[C@H]2O[C@@H](n3ccc(=O)[nH]c3=O)[C@H](O)[C@@H]2O)cc1)Nc1ccccn1 | -1.3 | x | -6.4% | x | -0.8% | -0.4% | u | x | i
CC(O)[C@H]1CNCCN1CCc1cccc(F)c1 (stereo partly specified) | 0.0 | -7.4% | 24.2% | -7.8% | -0.4% | 9.4% | 38.4%[activator] | -5.0% | i
CCCc1cc(=O)oc2cc(OCC(=O)N3CCN(C(=O)C4COc5ccccc5O4)CC3)ccc12 (stereo unspecified) | -1.3 | -1.7% | 2.5% | 10.3% | -0.1% | 3.1% | 2.9% | 5.5% | i
CC(C)[C@H](NC(=O)c1ccccc1)C(=O)OCC(=O)Nc1sccc1C(N)=O | 0.2 | 1.7% | -0.5% | 4.1% | -0.2% | 1.9% | -25.6% | 0.2% | i
CCOc1ccccc1NC(=O)Cc1cccs1 | -3.0 | 0.1% | -3.6% | -9.5% | 5.8% | u | -1.9% | 1.0% | i
CCn1c(=N)c(C(=O)NCC2CCCO2)cc2c(=O)n3cc(C)ccc3nc21 (stereo unspecified) | x | x | -5.1% | 6.9% | -0.3% | -7.9% | 4.4% | u | x
Cc1ccccc1C(=O)N1CCN(S(=O)(=O)c2ccccc2)CC1 | -2.0 | 2.0% | -29.2% | 11.7% | 0.2% | -7.3% | -1.9% | 10.0% | i
Cc1ccsc1CN(C(=O)c1ccc([N+](=O)[O-])cc1)C1CCS(=O)(=O)C1 (stereo unspecified) | -2.1 | 1.1% | 1.3% | -6.9% | -0.7% | 11.0% | 1.4% | -6.6% | i
O=C(NCCc1ccccc1F)C1CCCN1S(=O)(=O)c1ccccc1 (stereo unspecified) | -3.3 | 0.1% | -0.1% | u | 0.1% | 36.7% | -21.0% | 0.2% | i
Cc1nn(CCC(=O)Nc2cc(F)ccc2F)c(=O)c2nn(-c3ccccc3)c(C)c12 | x | x | -4.0% | -14.9% | 0.7% | -17.6% | -16.8% | 3.2% | x
Cc1sc2nc(C3CC3)nc(N3CCN(C(=O)c4ccccc4F)CC3)c2c1C | -0.9 | -7.7% | 3.4% | u | 2.7% | 0.4% | u | -5.0% | i
COc1ccc(S(=O)(=O)N2CCCCCC2)cc1C(=O)NCCOc1ccc(C)cc1 | -2.0 | 2.1% | 1.0% | u | 3.2% | 1.2% | -10.5% | 8.2% | i
S=C(NCCCN1CCOCC1)N1CCOCC1 | -1.3 | 2.1% | -38.0% | -7.7% | -0.3% | u | 18.0% | 2.5% | i
CCc1nc2ccc(C(=O)N(C)CCN(C)C)cn2c1N(CC)CCOC | 1.2 | x | 5.3% | x | -1.0% | -14.7% | 14.2% | x | i
Cc1ccccc1NC(=O)CSc1nnc(CNC(=O)c2ccc3c(c2)OCO3)n1C | -1.1 | -2.0% | 23.2% | 3.0% | -0.4% | -9.7% | 0.0% | -7.9% | i
CC1=C(C(=O)OC2CCCC2)C(c2ccccc2C(F)(F)F)CC(=O)N1 (stereo unspecified) | x | x | -54.9% | -23.4% | -0.3% | 6.8% | 0.0% | 2.0% | x
CN1C(=O)NC(c2cccc(F)c2)C2=C1CC(C)(C)CC2=O (stereo unspecified) | 0.0 | 0.5% | 1.6% | -0.4% | -0.8% | -11.1% | 0.9% | 0.9% | i
CCCNC(=O)c1cccc(COCC(F)(F)C(F)F)c1 | -5.5 | -1.7% | -3.0% | u | 0.1% | 8.1% | -9.9% | -0.9% | i
CC(C)CC(=O)Nc1nnc(SCC(=O)Nc2nccs2)s1 | 2.3 | 0.2% | 2.5% | 1.5% | -0.9% | -12.4% | 1.6% | 4.0% | i
CC1Oc2ccccc2N(CC(=O)N2CCCc3ccccc32)C1=O (stereo unspecified) | -0.7 | 3.3% | 2.7% | 1.9% | -0.3% | 2.1% | -4.7% | 11.4% | i
CS(=O)(=O)NCCCNc1ccc(Cl)cc1[N+](=O)[O-] | 0.5 | -3.1% | -22.2% | 13.4% | -0.3% | 17.0% | -1.4% | -11.3% | i
Cc1cc(C)cc(NC(=O)Cn2c(=O)n(Cc3ccc4c(c3)OCO4)c(=O)c3oc4ccccc4c32)c1 | x | x | -12.7% | 8.0% | 4.4% | -14.9% | -12.6% | -0.9% | x
CN(C)n1cccc1/C=C(\C#N)S(=O)(=O)c1ccc(Cl)cc1 | -0.4 | 0.0% | -31.9% | -1.2% | 1.5% | 5.6% | u | 16.8% | i
CCc1nnc(NC(=O)CSc2nnc(-c3ccc(OC)cc3)n2C)s1 | 2.2 | 2.8% | -10.7% | -8.4% | -0.3% | -9.7% | 3.7% | 0.7% | i
CCN(c1ccccc1)S(=O)(=O)c1ccc(C(=O)NNC(=O)c2ccccc2F)cc1 | 1.2 | 0.5% | -30.6% | -12.5% | -0.8% | -18.3% | u | -2.3% | i
CC(=NNC(=S)N1CCCCC1)c1cccc(C)n1 | -1.8 | x | -52.7% | u | u | -81.4%[inhibitor] | 0.355µM* | u | i
COc1ccc2c(CC(=O)Nc3ccc(N4CCOCC4)cc3)coc2c1 | -0.9 | -5.1% | -2.6% | -3.5% | 0.5% | 1.2% | 4.2% | -2.5% | i
CC1=C(C(=O)OCc2ccccc2)C(c2cccc(Cl)c2Cl)NC(=O)N1CCCCCC(=O)O (stereo unspecified) | -0.3 | 0.5% | 0.0% | 0.5% | -1.2% | 20.6% | 23.9% | -1.8% | i
Cc1ccc(S(=O)(=O)N2Cc3ccccc3CC2C(=O)Nc2ccc3c(c2)OCO3)cc1 (stereo unspecified) | -1.6 | -3.6% | -16.2% | 4.3% | 2.0% | 11.3% | -4.5% | -9.9% | i
C[C@H](CO)N1C[C@H](C)[C@@H](CN(C)S(=O)(=O)c2cccs2)Oc2c(NC(=O)C3CC3)cccc2C1=O | -1.5 | 0.9% | 0.5% | 5.9% | -1.0% | 6.1% | 1.3% | -3.4% | i

One compound at a time, as listed above.
Cc1ccccc1NC(=O)CSc1nnc(CNC(=O)c2ccc3c(c2)OCO3)n1C in the list: CCT chaperon mod: -1.1; Mm-Cpn inhibitor: -2.0%; HepG2 viability: 23.2%; Nrf2 block: 3.0%; Nrf2 activator: -0.4%; Abeta rescue: -9.7%; TGFb inhibitor: 0.0%; A549 tox: -7.9%; Akt phos inh: i
CS(=O)(=O)NCCCNc1ccc(Cl)cc1[N+](=O)[O-] in the list: CCT chaperon mod: 0.5; Mm-Cpn inhibitor: -3.1%; HepG2 viability: -22.2%; Nrf2 block: 13.4%; Nrf2 activator: -0.3%; Abeta rescue: 17.0%; TGFb inhibitor: -1.4%; A549 tox: -11.3%; Akt phos inh: i

(cont.)
SMILES | CCT chaperon mod | Mm-Cpn inhibitor | HepG2 viability | Nrf2 block | Nrf2 activator | Abeta rescue | TGFb inhibitor | A549 tox | Akt phos inh
CCOC(=O)c1c(C)nc(C)c(C(=O)OCC)c1-c1cccc(N)c1 | -0.6 | -2.5% | 13.7% | 1.0% | -0.3% | 0.3% | 0.3% | 1.1% | i
Cc1occc1C(=O)Nc1ccc(OCc2ccccc2)cc1 | 0.9 | -0.8% | -48.4% | u | 3.9% | -28.8% | -16.2% | -7.6% | i
CC(=O)Nc1ccc(OS(=O)(=O)c2c(C)cc(C)cc2C)cc1 | 1.0 | -4.9% | 3.0% | 3.4% | 0.2% | 12.1% | -1.9% | 15.2% | i
COCCNC(=O)NC12CC3(C)CC(C)(CC(C)(C3)C1)C2 | -3.8 | 2.2% | -23.5% | -5.5% | 0.2% | 15.7% | -10.6% | -3.3% | i

High-throughput results from PubChem BioAssay.
